HTRA1 inhibitor = HTRA1 serine protease inhibitors, primary screen, biochemical, fluorescence polarization, HTS; Q92743; recombinant HTRA1, FP-rhodamine activity-based probe; inhibition, % at 5.96 µM; 340,000 compounds, 0.5% hits; in the data active = inhibition above about 36%;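 note: 0% = enzyme with DMSO and 100% = wells lacking enzyme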
SIAE primary = human SIAE inhibitors, primary screen, biochemical, fluorescence polarization, FP-Rh probe, 1536-well HTS. SIAE FP-Rh probe binding. inhibition, % at 9.66 µM. 370,000 compounds, 0.69% hits;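 active = inhibition above a cutoff: mean of compounds within the control limits plus 3 SD of those, cut at about 17% in these data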;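 note: 0% = plate median of compound wells and 100% = probe without SIAE protein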
TCR CD3 inh = inhibitors of human TCR-CD3 interaction, primary screen, biochemical, fluorescence, TAMRA-labeled TCR probe; inhibition, % at 9.4 µM; 360,000 compounds, 0.37% hits; T-cell receptor (TCR); AID 651800, 2012; in the data active = inhibition above about 19%;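 note: recombinant mutant TCR 2C K166C tagged with TAMRA read by polarization; 0% = receptor in buffer alone and 100% = receptor with positive control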
LEDGF integ inh = blockers of LEDGF/p75-dependent integrase strand transfer – biochemical, TR-FRET, high throughput, primary screen; TR-FRET IN-LEDGF/p75 DNA integration, Eu/Cy5; inhibition, % at 3.7 µM; 370,000 compounds, 0.64% hits; AID 743269, 2014;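 active = inhibition above the screen-wide mean plus 3 SD, cut at about 13% in these data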;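 note: signal is the Cy5 over europium emission ratio at 671 and 618 nm; 0% = plate median of compound wells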
PRMT1 FP inh = PRMT1 methyltransferase inhibitors, primary screen, biochemical, fluorescence polarization; Protein arginine N-methyltransferase 1 (Homo sapiens), Q99873; recombinant PRMT1, activity-based probe fluorescence polarization; inhibition, % at 2.79 µM; 370,000 compounds, 1.3% hits;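 active = inhibition above about 21% made by adding two undisclosed values, limit read from the data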
ABHD4 inh = ABHD4 inhibitors, primary screen, biochemical, fluorescence polarization, mouse. purified mABHD4, FP-Rh probe fluorescence polarization. (Lyso)-N-acylphosphatidylethanolamine lipase (Mus musculus), Q8VD66. inhibition, % at 8.92 µM. AID 720543, 2013. 370,000 compounds, 0.54% hits;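 active = inhibition exceeding the mean over every tested compound plus 3 SD, cut at about 30% in these data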;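 note: 0% = plate median of compound wells and 100% = S159A mutant with DMSO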
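Test system: mouse ABHD4 enzyme, wild type. Reagent: FP-Rh fluorescent activity-based probe, added after compound pre-incubation. Timing: pre-incubation 45 min, probe exposure 60 min, at 25 °C. Technique: FP readout, ex 525 nm / em 598 nm. Benchmarks: high control S159A mutant with DMSO, low control median of compound wells.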
TDP2 inh = human TDP2 enzyme inhibitors, primary screen, biochemical, epi absorbance, recombinant enzyme; inhibition, % at 12.8 µM; 370,000 compounds, 0.34% hits; AID 720702, 2013; T5PNP hydrolysis, p-nitrophenol absorbance 415 nm; Tyrosyl-DNA phosphodiesterase 2 (Homo sapiens), O95551;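 active = inhibition above the mean of all tested compounds plus 3 SD, set per campaign, cut at about 25% in these data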;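 note: 0% = DMSO with enzyme and 100% = buffer with substrate but no TDP2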
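Material: recombinant human TDP2; quantity: TDP2 enzyme at 120 nM final; medium: Tris-HCl pH 7.5 with MgCl2; compound: single concentration, 12.8 µM nominal, with 1% DMSO; incubation: 2 h enzyme incubation at 37 °C; signal: epi absorbance; measure: percent inhibition; benchmarks: high control without enzyme, low control DMSO plus TDP2; repeats: singlicate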
rCAG binder = binders of r(CAG) RNA repeats, primary screen, biochemical, fluorescence. 370,000 compounds, 1.3% hits. AID 651821, 2012. inhibition, % at 3 µM. r(CAG) RNA repeat, TO-PRO-1 dye displacement fluorescence;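 active = inhibition above the plate cutoff, the mean of all test compounds on that plate plus 3 SD, cut at about 35% in these data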;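 note: 0% = DMSO alone and 100% = 100 µM mitoxantrone as full dye displacement; higher means more dye released from RNA so lower well fluorescence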
MBD2 DNA inh = inhibitors of MBD2 binding to methylated DNA, primary screen, biochemical, TR-FRET, DNA-binding domain, human; Methyl-CpG-binding domain protein 2 (Homo sapiens), Q9UBB5; MBD2 binding to methylated oligonucleotide; inhibition, % at 4.4 µM; 370,000 compounds, 0.31% hits; AID 686964, 2013; in the data active = inhibition above about 13%
GC-B act = human GC-B receptor activators, primary screen, HEK293 GC-B cells, cGMP TR-FRET, EC30 CNP | 370,000 compounds, 0.11% hits | activation, % at 10 µM | 0% at EC30 CNP, 100% saturating CNP;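 active = activation at 10 µM reaching about 35% in either raw or pattern-adjusted values, limit read from the data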
Target sequence (P20594 whole entry, looked up): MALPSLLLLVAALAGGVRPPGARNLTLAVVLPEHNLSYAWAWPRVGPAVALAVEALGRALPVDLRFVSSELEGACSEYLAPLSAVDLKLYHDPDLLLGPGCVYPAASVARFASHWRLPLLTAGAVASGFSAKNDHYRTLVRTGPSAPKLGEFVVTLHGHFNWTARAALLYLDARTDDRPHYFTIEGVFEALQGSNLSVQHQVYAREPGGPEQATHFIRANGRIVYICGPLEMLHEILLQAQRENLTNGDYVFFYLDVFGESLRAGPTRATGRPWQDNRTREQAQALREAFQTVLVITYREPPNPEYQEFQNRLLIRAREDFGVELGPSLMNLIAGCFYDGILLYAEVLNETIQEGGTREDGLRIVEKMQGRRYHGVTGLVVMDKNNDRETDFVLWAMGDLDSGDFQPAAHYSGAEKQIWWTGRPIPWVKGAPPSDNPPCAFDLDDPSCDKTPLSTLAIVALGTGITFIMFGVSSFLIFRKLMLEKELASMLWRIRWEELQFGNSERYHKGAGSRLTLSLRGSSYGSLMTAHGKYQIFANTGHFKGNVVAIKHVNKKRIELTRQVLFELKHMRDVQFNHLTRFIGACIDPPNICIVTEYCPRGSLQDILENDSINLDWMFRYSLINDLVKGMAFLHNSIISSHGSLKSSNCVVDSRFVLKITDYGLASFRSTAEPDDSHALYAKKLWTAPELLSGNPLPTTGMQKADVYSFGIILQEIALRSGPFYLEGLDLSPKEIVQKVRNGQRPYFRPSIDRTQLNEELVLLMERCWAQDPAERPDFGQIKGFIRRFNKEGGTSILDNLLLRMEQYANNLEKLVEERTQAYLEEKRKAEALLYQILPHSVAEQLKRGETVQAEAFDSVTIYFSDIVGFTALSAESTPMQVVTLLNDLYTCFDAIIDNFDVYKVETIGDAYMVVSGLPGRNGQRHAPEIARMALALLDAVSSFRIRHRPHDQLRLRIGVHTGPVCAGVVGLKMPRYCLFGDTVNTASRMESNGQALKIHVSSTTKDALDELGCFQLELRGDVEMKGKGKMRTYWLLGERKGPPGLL
* hit, by the source's call; / = not tested or not shown.

SMILES	HTRA1 inhibitor	SIAE primary	TCR CD3 inh	LEDGF integ inh	PRMT1 FP inh	ABHD4 inh	TDP2 inh	rCAG binder	MBD2 DNA inh	GC-B act
COc1ccc(CC(=O)OCC(=O)Nc2ccc(Cl)c(S(=O)(=O)N(C)C)c2)cc1	-10	1	-2	0	2	-7	10	5	-1	-7
O=C(Nc1cc(S(=O)(=O)N2CCOCC2)ccc1O)c1ccc(NS(=O)(=O)c2ccc(Cl)s2)cc1	-2	-6	-12	2	1	-5	-3	64*	-2	1
CCOc1ccccc1CNCc1ccc(F)cc1	3	-13	4	-4	0	-2	-10	4	-2	-3
CCn1cc2nc(SCC(=O)Nc3ccc(OC)c(OC)c3)n(Cc3ccc(OC)cc3)c(=O)c2n1	-9	-4	-11	0	-1	-5	-8	9	-1	17
COc1ccc(C(=O)CCC(=O)N2CCN(c3ccc(C)cc3)C(C)C2)cc1 (stereo unspecified)	-3	1	-8	0	0	-2	-14	-5	-2	-1
CC(=O)c1ccc(OCc2cc(C(=O)N3CCCCC3c3cccnc3)no2)cc1 (stereo unspecified)	-1	-2	3	-3	3	0	0	-8	1	-1
C=CCOc1ccc(C2C(C(=O)c3cccs3)=C(O)C(=O)N2c2nnc(C)s2)cc1 (stereo unspecified)	-11	-9	3	0	41*	-9	-7	7	-3	-1
CC(=O)N(Cc1cccc(Br)c1)c1ccc(N2CCOCC2)c(Cl)c1	-12	12	0	1	-1	-4	13	0	4	-5
c1cncc(Oc2ccc(NCCc3c[nH]c4ccccc34)cc2)c1	/	9	4	-1	4	18	5	12	-1	6
CCCCCCN(C(=O)CCCCCN1C(=O)NC(c2ccc(Cl)cc2)C(C(=O)OCc2ccccc2)=C1C)C(C(=O)NCCCC)c1ccc(OCC(=O)OC)c(C(=O)OC)c1 (stereo unspecified)	/	-11	6	-4	3	0	-10	19	0	-2
CC(C)(C)NC(=O)CC1C[C@H](C(=O)N2CCOCC2)[C@@]2(C)c3[nH]c4ccccc4c3CCN2C1=O (stereo partly specified)	7	3	-2	-1	0	5	-1	0	0	3
Cc1cc(NC(=O)CN(C)S(=O)(=O)c2ccc(-c3ccc(=O)[nH]n3)s2)ccc1Br	-4	-15	-1	-7	0	1	-20	5	3	-3
O=C(CN1CCN(Cc2ccccc2Cl)CC1)N=Nc1c(O)[nH]c2ccccc12	-13	-5	5	-1	-1	0	-4	-5	-6	2
Cc1ccc2c(c1)C=CC(C#N)N2C(=O)c1ccccc1 (stereo unspecified)	-2	3	-1	1	1	0	-4	-3	2	-4
Cc1ccc(-n2c(SCC(=O)Nc3ccc(S(=O)(=O)Nc4nccs4)cc3)nnc2-c2ccncc2)cc1	/	-13	/	-2	-1	-16	0	68*	1	-3
Cc1cccc(C(=O)N/N=C/c2ccncc2)c1	2	6	1	0	3	-3	3	2	3	-1
O=C(N/N=C\c1cccc(F)c1)c1ccc(Cn2cc(Br)c([N+](=O)[O-])n2)o1	-9	-13	3	0	-1	-4	4	10	1	0
CCO[C@@H]1OC(C(=O)N2CCN(C)CC2)=C[C@H](C2CCCCC2)[C@H]1CCCO	0	0	-6	2	1	-3	-1	-11	-1	-5
CC(C)C(C)NC(=O)COc1ccc(S(=O)(=O)N2CCOCC2)cc1Cl (stereo unspecified)	-4	-2	-8	-6	3	-2	-2	-11	-1	-2
CCOc1ccc(N2C(=O)Nc3ccccc3C2(O)C(=O)NCc2ccc3c(c2)OCO3)cc1 (stereo unspecified)	5	2	3	0	3	-2	8	1	-1	-1
O=C(OCC(=O)c1ccc[nH]1)c1ccc(Cl)nc1	1	3	8	4	0	5	-2	13	-2	-1
COc1ccccc1Cn1c(=S)[nH]c2ccc(Br)cc2c1=O	-5	-6	-1	12	-3	-11	-20	8	2	1
O=C(CN1C(=O)C2CC=CCC2C1=O)NCC(=O)Nc1ccc(F)c(F)c1F (stereo unspecified)	0	-7	4	-3	1	2	7	1	-1	-1
CCOc1ccccc1N(CC(=O)N1CCOCC1)S(=O)(=O)c1ccccc1	-4	3	-1	2	-1	-2	2	-6	5	1
COc1ccccc1NS(=O)(=O)c1cc(NC(=O)c2sccc2C)ccc1N1CCCC1	-18	-8	7	2	66*	-19	-13	12	-4	-3
O=C(CSc1nnc(-c2cccnc2)n1-c1ccc(SC(F)F)cc1)N1CCCc2ccccc21	-3	1	-1	-2	4	-10	4	2	-1	-4
CC(C)P(=O)(Cc1cccc(C#N)c1)C(C)C	-4	-4	0	-3	0	5	-5	-3	0	4
COCCNC(=O)c1onc(CSc2nc3ccccc3[nH]2)c1C(=O)NCCOC	-2	-6	2	2	1	6	-7	1	-3	-4
CC(Sc1nnnn1-c1ccc(O)cc1)C(=O)NNC(=O)c1ccc(F)cc1 (stereo unspecified)	7	3	-3	-2	1	7	0	0	1	-1
C=CCOc1ccccc1CN1CCC(n2nccc2NC(=O)C2CCOC2)CC1 (stereo unspecified)	0	-4	4	0	-5	1	8	-6	-1	-3
O=C(OCc1nnc(-c2ccccc2)o1)C1=COCCO1	-1	10	4	0	-1	0	6	1	-1	2
COc1ccccc1NS(=O)(=O)c1ccc(O)cc1	-2	-3	6	-1	-2	4	0	-1	-2	5
NNC(=O)Cn1c(-c2nonc2N)nc2ccccc21	-4	-4	5	2	-1	1	8	1	2	0
Cc1cc2ncn(CC(C)C)c2cc1C	0	-1	-8	-1	1	3	2	-6	4	-2
Cc1ccc(NC(=O)C2CC(O)CN2C(=O)OCc2ccccc2)c(C)c1 (stereo unspecified)	1	-5	6	-1	-2	2	-4	-1	-9	-3
CCn1c(SCC(=O)NCCOC)nc2sc3c(c2c1=O)CCCC3	5	0	-3	3	9	-12	-10	4	7	6
Cc1ccc2c(c1)N(CC(=O)Nc1ncccc1C)C(=O)C(C(C)C)O2 (stereo unspecified)	4	2	7	-4	6	-9	-8	-3	7	-1
COc1ccc(-c2nc3ccccc3c(=O)n2CCOc2cc(C)ccc2C)cc1	-2	-4	2	-2	-2	1	-2	0	-1	1
COc1ccc(NC(=O)c2ccc3ncsc3c2)c2ccccc12	-5	7	-3	1	6	-6	13	-1	0	2
CCOP(=O)(OCC)C(Nc1cccc([N+](=O)[O-])c1)c1ccccc1 (stereo unspecified)	1	-1	-1	2	0	-2	8	-8	2	-11
Cc1ccc(S(=O)(=O)N(C)CC(=O)OCC(=O)c2c(N)n(C)c(=O)n(C)c2=O)cc1	0	-3	-7	3	-1	-9	-1	-4	1	-7
CCOc1ccc(-n2c(SCC(=O)Nc3ccccc3C)n[nH]c2=O)cc1	-2	2	9	-1	0	-1	-1	-6	4	-3
COc1ccccc1NC(=O)CCC(=O)c1ccc(-c2ccccc2)cc1	-17	5	3	1	-2	-6	-1	12	-6	5
N#CCC[C@H]1CC[C@]2(CCCN(C(=O)C3CCCC3)C2)O1	/	-1	/	2	0	-6	6	1	-3	8
Cc1cc(NC(=O)c2ccc([N+](=O)[O-])cc2)no1	8	4	5	-3	0	3	4	1	2	2
CCOC(=O)C1=C(C)NC(=S)N(C(C)=O)C1c1ccc(Cl)cc1 (stereo unspecified)	-8	4	-1	7	-1	-9	-1	0	-3	-9
O=C(C=Cc1ccc2c(c1)OCO2)C=Cc1ccc2c(c1)OCO2	-1	0	1	-2	-4	-1	2	10	5	8
CCOC(=O)/C(C#N)=C\c1c(C)cc(C)c(COC(C)=O)c1C	-3	4	-4	16*	1	-6	-3	-5	-7	1
O=C(COc1ccc([N+](=O)[O-])cc1)NNC(=O)C1COc2ccccc2O1 (stereo unspecified)	11	-2	-1	6	-4	-2	-1	3	1	-2
CC(=NNC(=O)c1cccc(S(=O)(=O)N2CCCC2)c1)c1ccccc1	-1	6	-3	-1	1	-2	2	2	3	-2

Next part:
SMILES	HTRA1 inhibitor	SIAE primary	TCR CD3 inh	LEDGF integ inh	PRMT1 FP inh	ABHD4 inh	TDP2 inh	rCAG binder	MBD2 DNA inh	GC-B act
COc1ccc(CCC(=O)OCC(=O)Nc2sccc2C(N)=O)cc1OC	1	-7	0	3	-2	4	-2	0	6	-2
COc1ccc(-n2c(=O)cc(N3CCN(Cc4ccccc4)CC3)[nH]c2=O)cc1	1	4	-13	-1	5	2	0	5	2	-3
CCN(c1ccc(OC)cc1)S(=O)(=O)c1nnc(NC(=O)COc2ccc(F)cc2)s1	-22	-3	4	-1	-1	1	4	56*	0	-3
Clc1cccc(-c2ccc(C=Nc3ccc(N4CCOCC4)cc3)o2)c1Cl	-27	2	-1	24*	0	13	15	-2	-5	-6
Cc1ccccc1CC1(CO)CCCN(C(=O)c2cccc(Cl)c2)C1 (stereo unspecified)	-10	7	1	6	-7	-1	-1	-6	-2	-3
COc1ccc(CC(=O)OCC(=O)Nc2cccc(C(C)=O)c2)cc1OC	-2	-2	4	0	-1	1	-7	0	-2	5
Cc1ccc(CNC(=O)c2cc3cc(Br)ccc3oc2=N)cc1	5	-2	4	0	0	0	4	3	-1	3
COCCNC(=O)C1(C)CCN(C(=O)/C=C/c2ccccc2)C1 (stereo unspecified)	/	1	10	-1	-4	3	4	1	-5	4
c1csc(-c2nc(-c3ccc(-c4ccon4)s3)no2)c1	-15	-16	-7	2	-4	-4	-18	3	-4	-5
Cc1c(C(=O)Nc2ccc(F)cc2)c2ccccn2c1CCc1ccncc1	4	-7	5	2	2	-6	-9	6	0	-6
Cc1[nH]c2ccccc2c1CC(=O)Nc1ccc(N(C)c2cccnc2)c(-c2cccc(Cl)c2)c1	/	4	-4	2	2	30*	1	14	-1	-4

Part of the list above in order of SMILES length, highest first:
SMILES	HTRA1 inhibitor	SIAE primary	TCR CD3 inh	LEDGF integ inh	PRMT1 FP inh	ABHD4 inh	TDP2 inh	rCAG binder	MBD2 DNA inh	GC-B act
COc1ccc(-n2c(=O)cc(N3CCN(Cc4ccccc4)CC3)[nH]c2=O)cc1	1	4	-13	-1	5	2	0	5	2	-3
COc1ccc(CC(=O)OCC(=O)Nc2cccc(C(C)=O)c2)cc1OC	-2	-2	4	0	-1	1	-7	0	-2	5
Cc1c(C(=O)Nc2ccc(F)cc2)c2ccccn2c1CCc1ccncc1	4	-7	5	2	2	-6	-9	6	0	-6
Cc1ccc(CNC(=O)c2cc3cc(Br)ccc3oc2=N)cc1	5	-2	4	0	0	0	4	3	-1	3
c1csc(-c2nc(-c3ccc(-c4ccon4)s3)no2)c1	-15	-16	-7	2	-4	-4	-18	3	-4	-5

From PubChem

Some of the compounds tested. The share of hits here may be higher or lower than overall.
